M1 ag – M1 muscarinic receptor agonism; CHO-M1 cells, Fluo-4 calcium fluorescence, agonist mode; active compounds read high; B-score at 10 µM; 64,000 compounds, 3% hits; AID 626;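 active = fluorescence rise, raw or as B-score row- and column-corrected plate score, outside the 99.7% band of its plate's samples, either direction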
5HT1a antag – 5-HT1a (human) receptor antagonism; inhibition, % at 10 µM; CHO 5-HT1a Ga15 NFAT-bla reporter, antagonist mode; P08908; 62,000 compounds, 0.68% hits;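 active = inhibition above the mean of all tested compounds plus 3 SD, cut at about 43% in these data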;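 note: receptor stimulated by 5-CT agonist at 100 nM near EC80; beta-lactamase reporter measured by ratiometric fluorescence of a cleavable substrate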
Target sequence (P08908 whole entry, looked up): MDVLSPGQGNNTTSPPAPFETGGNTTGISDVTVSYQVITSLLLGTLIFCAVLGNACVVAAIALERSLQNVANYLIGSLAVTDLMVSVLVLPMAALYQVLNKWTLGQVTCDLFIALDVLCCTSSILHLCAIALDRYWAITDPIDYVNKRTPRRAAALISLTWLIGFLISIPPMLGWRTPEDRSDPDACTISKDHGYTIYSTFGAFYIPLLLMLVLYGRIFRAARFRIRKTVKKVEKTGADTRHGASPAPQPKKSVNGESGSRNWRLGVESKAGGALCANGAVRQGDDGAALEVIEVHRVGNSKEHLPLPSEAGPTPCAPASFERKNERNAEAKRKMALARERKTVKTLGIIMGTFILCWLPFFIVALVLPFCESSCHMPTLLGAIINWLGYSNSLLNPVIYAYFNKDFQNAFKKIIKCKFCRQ
5HT1a ag – 5-HT1a (human) receptor agonism | CHO 5-HT1a Ga15 NFAT-bla reporter, FRET ratio; 0% basal, 100% maximal reference agonist | activation, % at 10 µM | 65,000 compounds, 0.56% hits | P08908;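 active = activation above the screen-wide mean activation plus 3 SD, cut at about 19% in these data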;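 note: 0% = DMSO wells and 100% = 5-CT at EC100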
Jurkat viability – reduces viability or proliferation of Jurkat cells; Jurkat E6.1 viability, ATP luminescence, 48 h; inhibition, % at 4 µM; 56,000 compounds, 1.2% hits;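 active = inhibition above the mean inhibition of all tested compounds plus 3 SD, cut at about 28% in these data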
5HT1E antag – antagonists of human 5-HT1E serotonin receptor; P28566; CHO 5-HT1E Ga15 NFAT-bla reporter, FRET, antagonist; inhibition, % at 6 µM; 65,000 compounds, 0.99% hits;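 active = inhibition above a set limit, the mean inhibition across every tested compound plus 3 SD, cut at about 29% in these data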;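 note: signal is the 460 over 535 nm emission ratio of beta-lactamase substrate; 0% = agonist plus DMSO wells and 100% = wells without agonist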
HTR1E agonist – agonists of human 5-HT1E serotonin receptor; P28566; CHO 5-HT1E Ga15 NFAT-bla reporter, FRET; 0% DMSO wells, 100% control agonist wells; activation, % at 6 µM; 65,000 compounds, 0.69% hits;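 active = activation above a set limit, the screen-wide mean activation plus 3 SD, cut at about 8.5% in these data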;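 note: 100% = positive control agonist at 1 µM giving full maximal response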
S1P3 agonist – S1P3 (human) receptor agonism | Q99500 | S1P3 NFAT-BLA reporter cells, FRET ratio; relative to 1 µM S1P, basal subtracted | activation, % at 4.5 µM | 60,000 compounds, 0.1% hits | AID 373;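 active = activation above the screen-wide mean plus 3 SD, cut at about 4.5% in these data, passing the limit was not always enough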; note: some compounds called inactive have numbers as strong as hits
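Assay system: CHO cells stably expressing human S1P3, Gα16 and NFAT-β-lactamase reporter. Timing: overnight plating, 4 h compound 37 °C, 2 h substrate RT. Signal: β-lactamase FRET emission ratio 460/535 nm. Measure: percent activation versus median 1 µM S1P response, basal-subtracted, per plate. Repeats: primary screen single test, confirmation screen in triplicate.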
M1 antag – blocks the rat M1 muscarinic receptor response to acetylcholine; CHO-M1 cells, Fluo-4 calcium, ACh EC80 antagonist mode; active compounds read low; B-score at 10 µM; 64,000 compounds, 3.4% hits; AID 628;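 active = calcium fluorescence response, raw or row-and-column corrected B-score, differing from the plate sample mean either way at a set confidence level, mostly lower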
S1P1 ag pot – activates or potentiates agonism at human S1P1 receptor | P21453 | S1P1 CRE-bla cells, forskolin, beta-lactamase FRET, potentiator mode; S1P1 agonist co-added at EC20, 2 nM; 100% = saturating reference agonist, 0% = basal | activation, % at 9.5 µM | 56,000 compounds, 0.57% hits | AID 449;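 active = activation above a cutoff set at the mean activation of all tested compounds plus 3 SD, cut at about 54% in these data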;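 note: forskolin at 4 µM as EC80 and the EC20 agonist is SEW2871; 100% = SEW2871 at its EC100 plus forskolin at EC80; some compounds past the cut are filed as inactive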
Target sequence (P21453 whole entry, looked up): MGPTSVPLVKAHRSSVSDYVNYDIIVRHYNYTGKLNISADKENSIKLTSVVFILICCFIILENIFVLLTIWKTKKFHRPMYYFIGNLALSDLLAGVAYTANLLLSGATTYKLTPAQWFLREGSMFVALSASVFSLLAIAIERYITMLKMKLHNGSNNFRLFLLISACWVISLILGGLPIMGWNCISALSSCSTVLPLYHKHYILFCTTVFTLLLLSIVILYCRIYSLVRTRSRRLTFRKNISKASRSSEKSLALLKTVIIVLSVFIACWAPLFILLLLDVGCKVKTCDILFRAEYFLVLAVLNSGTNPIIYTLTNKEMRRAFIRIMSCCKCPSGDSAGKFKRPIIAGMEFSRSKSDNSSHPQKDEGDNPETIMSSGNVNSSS
The depositor's hits bear a star; · = not tested or not shown.

entry	SMILES	M1 ag	5HT1a antag	5HT1a ag	Jurkat viability	5HT1E antag	HTR1E agonist	S1P3 agonist	M1 antag	S1P1 ag pot
1	COc1cccc(N(C(C)=O)c2nc(C)cc(C)c2C#N)c1	-0.039	2	0.8	·	-2	0.2	·	0.46	·
2	CCOC(=O)c1ccc(NC(=O)CC2OCCN(CC)C2=O)cc1 (configuration not stated)	-0.18	-4	0.0	-1	11	-1.3	-1.8	1	11
3	O=c1c2cn[nH]c2nc(SCc2ccc3c(c2)OCCO3)n1-c1ccccc1	-0.45	2	8.0	·	22	-0.2	·	0.55	·
4	O=C(OCCN1C(=O)c2ccccc2C1=O)c1cc2ccccc2o1	0.73	3	1.1	0	-10	0.6	-0.4	1.7	·
5	Cc1ccccc1C(=O)NCc1ccncc1	-0.17	1	-2.8	0	-7	0.0	-0.7	-0.32	-4
6	O=C(Nc1ccc2c(c1)oc1ccccc12)c1cccnc1	-0.52	6	-5.2	0	-10	-0.1	0.7	-0.54	-15
7	Cc1ccc(C2Nc3ccccc3C(=O)N2Cc2ccco2)cc1 (configuration not stated)	0.033	5	-1.0	6	-5	1.2	0.1	-0.37	7
8	O=C(c1ccccc1)c1cccc(NC(=O)c2ccco2)c1	-0.54	9	-0.3	-2	-8	1.1	-1.0	0.32	·
9	CCOC(=O)N1CCN(c2ncnc3c2[nH]c2ccc(OC)cc23)CC1	2.1*	·	3.4	·	12	0.0	-4.2	0.03	-19
10	Cc1cc(C(=O)CSc2nc3ccccc3c(=O)n2C)c(C)n1Cc1ccc2c(c1)OCO2	5.7*	4	-2.8	5	28	-0.5	-0.1	-0.28	62*
11	c1ccn2c(SCc3ccc4c(c3)OCCO4)nnc2c1	1.4	-3	-5.5	2	-2	1.6	0.3	-0.44	-17
12	O=C(COc1ccc(S(=O)(=O)N2CCc3ccccc32)cc1Cl)NCc1ccccn1	-0.16	3	1.2	3	8	-0.3	-0.2	-0.4	21
13	CCN(C(=O)CSc1ncn[nH]1)c1cccc2ccccc12	-0.81	2	-2.5	0	-4	-1.3	0.8	-0.73	-10
14	O=C1CCCC2=C1C(c1ccncc1)c1c(nc(SCc3ccccc3)[nH]c1=O)N2 (configuration not stated)	-0.62	-1	-3.5	·	-2	0.7	·	-2.1	·
15	CN(c1ccccc1C(=O)N1CCOCC1)S(C)(=O)=O	0.43	4	-1.2	-8	-13	-0.3	-1.1	-0.21	-8
16	COC(=O)c1ccc(NC(=O)C2CCCO2)cc1 (configuration not stated)	-0.061	-4	-0.6	-5	0	0.2	0.2	-0.2	-8
17	CCOC(=O)/C(C#N)=C1/C=Nc2ccccc2N1	0.28	-14	-1.2	4	-7	-0.7	-1.3	-0.58	·
18	Cc1cccc(NC(=O)CSc2nnc(Cn3nnc(-c4ccccc4)n3)n2-c2ccccc2)c1	0.14	8	0.9	-5	-8	0.3	0.0	0.65	18
19	CCNc1nc(Oc2ccc(C(=O)OCC)cc2)nc(SC)n1	0.75	6	0.0	·	12	1.0	·	0.3	·
20	COc1ccccc1-c1nnc(SC/C(O)=C(\C#N)c2nc3ccccc3[nH]2)n1C1CCCCC1	0.1	3	5.3	-8	-6	0.9	1.3	-0.32	-9
21	Cn1nnc2cc(NC(=O)N3CCN(c4ccccn4)CC3)ccc21	0.057	-7	-1.1	-4	4	0.7	-0.9	0.08	-3
22	CNC(=O)CSc1nc2c(c(=O)n(C)c(=O)n2C)n1Cc1ccc(C)cc1	0.6	-4	1.0	8	5	1.0	-0.2	0.81	-14
23	Cc1ccc(-c2noc(-c3ccccc3C(=O)NCC3CCCO3)n2)cc1 (configuration not stated)	-0.81	5	1.1	-7	-7	0.6	-0.6	0.15	-7
24	Cc1nnc(SCC(=O)Nc2nccs2)[nH]c1=O	0.086	2	-1.1	-1	-4	0.6	-1.8	-14*	1
25	NC(=O)C1CCN(C(=O)CN2CCCc3ccccc32)CC1	-0.35	10	-0.8	2	12	-1.1	-2.0	-0.085	12
26	Cc1cc(NC(=O)CCC(=O)N(c2ccccc2)C(C(=O)NC2CCCC2)c2cccs2)no1 (configuration not stated)	0.36	6	-1.3	10	7	1.7	-0.5	0.38	6
27	N#Cc1ccc(CSCC(=O)O)cc1	-0.86	-1	-3.8	4	-13	0.4	-1.9	0.77	-15
28	COc1cccc(-c2nn(-c3ccccc3)cc2CO)c1	1.5	11	-4.2	0	1	0.1	-0.5	-0.32	4
29	C/C(N)=C(/C#N)C(=O)CSc1n[nH]c(-c2ccccc2Br)n1	0.84	6	-0.3	·	-10	-0.4	·	0.43	·
30	CCCCNC(NCCCC)=C(S(=O)(=O)CC)S(=O)(=O)CC	-1.4	-9	-0.1	2	-7	1.1	0.0	0.13	-20
31	O=C(c1cc2ccccc2o1)c1cccs1	0.037	4	0.1	1	5	0.2	-0.2	0.87	-4
32	CCc1nnc(NC(=O)CSc2nnc(-c3ccccc3O)n2-c2ccc(C)cc2)s1	0.33	27	2.8	1	-1	-0.6	-0.9	0.65	13
33	Cc1ccc(O)c(NC(=O)COc2cc(C)ccc2C)c1	0.8	12	-3.6	25	-6	-1.2	-0.6	-0.28	-11
34	COc1ccc(OC)c(C2C(C(=O)c3cccs3)=C(O)C(=O)N2CCN(C)C)c1 (configuration not stated)	0.52	4	-2.2	-11	5	4.1	-0.1	0.046	-2
35	Cc1cc(C)nc(CC(N)=O)n1	-0.72	·	0.2	·	-6	0.3	-2.2	0.93	4
36	CCCCNC(=O)c1ccccc1C(=O)NCCCC	-0.17	-5	0.0	4	3	-0.6	-0.2	-3.9*	·
37	COC(=O)c1ccc2[nH]c(C)cc(=O)c2c1	-0.037	5	1.4	·	-3	-0.3	·	-6.5*	·
38	CSc1nnc([C@@H](NC(=O)OC(C)(C)C)C(C)C)o1	-0.064	-2	-2.3	-6	-14	1.4	-0.8	0.25	-7
39	CCCCCn1c(CCCNC(=O)CC)nc2ccccc21	-0.0079	1	-2.2	-4	-9	-0.4	-0.7	1	-5
40	COc1ccc(S(=O)(=O)NC2CCCC2)cc1Br	0.14	-12	-0.1	0	-4	-1.2	-1.0	0.38	11
41	CCCCCOC(=O)C1=C(C)N(C)C(=O)NC1c1cc(Br)c(O)c(OC)c1 (configuration not stated)	-0.23	-9	-0.4	4	1	-1.1	0.2	0.29	-14
42	COc1ccccc1C(=O)NCCn1cc(SCC(=O)NCc2ccco2)c2ccccc21	0.85	27	-1.9	2	2	-0.7	-1.4	0.74	17
43	O=C(COC(=O)C1CCN(S(=O)(=O)c2cccs2)CC1)c1ccc2c(c1)OCCO2	0.13	-2	-2.5	8	12	0.0	-0.6	0.69	-19
44	c1cnc(N2CCSCC2)nc1	-0.89	-4	-2.5	-5	5	-0.8	-0.9	-0.6	-11
45	COc1ccccc1C1CC(=O)NC(C)=C1C(=O)OCC1CCCO1 (configuration not stated)	-0.26	6	-2.5	8	4	-0.2	-1.4	-0.5	-15
46	O=C(c1ccccc1)c1c[nH]c2cc3c(cc2c1=O)OCCO3	-1.4	-10	1.0	·	-5	0.4	·	-0.32	·
47	O=C(NCCCN1CCN(CCCNC(=O)c2ccccc2F)CC1)c1ccccc1F	-0.21	-3	0.4	-2	-4	0.0	-0.4	-0.62	-18
48	CC(=O)c1c(C)nn(C(=O)N2CCOCC2)c1C	0.29	-24	-1.6	-4	-10	0.2	-0.2	-1.3	-22

3 structures already listed, arranged by SMILES length, rising:
entry	SMILES	M1 ag	5HT1a antag	5HT1a ag	Jurkat viability	5HT1E antag	HTR1E agonist	S1P3 agonist	M1 antag	S1P1 ag pot
38	CSc1nnc([C@@H](NC(=O)OC(C)(C)C)C(C)C)o1	-0.064	-2	-2.3	-6	-14	1.4	-0.8	0.25	-7
46	O=C(c1ccccc1)c1c[nH]c2cc3c(cc2c1=O)OCCO3	-1.4	-10	1.0	·	-5	0.4	·	-0.32	·
47	O=C(NCCCN1CCN(CCCNC(=O)c2ccccc2F)CC1)c1ccccc1F	-0.21	-3	0.4	-2	-4	0.0	-0.4	-0.62	-18

Next section:
entry	SMILES	M1 ag	5HT1a antag	5HT1a ag	Jurkat viability	5HT1E antag	HTR1E agonist	S1P3 agonist	M1 antag	S1P1 ag pot
49	O=C(O)C1CCCN1S(=O)(=O)c1ccc(Cl)c(Cl)c1 (configuration not stated)	0.21	10	-0.6	-1	-1	44*	-0.6	0.31	·
50	FC(F)(F)COc1nc(OCC(F)(F)F)nc(N2CCN(c3ccccc3)CC2)n1	-0.22	38	-0.7	20	9	-1.7	-1.6	0.29	22
51	Clc1cccc(-c2cc3nc4c(c(N5CCOCC5)n3n2)CCCC4)c1	-0.28	17	0.8	·	17	-1.0	·	0.041	·
52	Cc1nc2ncnn2c(N2CCCC(C(=O)Nc3ccc4c(c3)CCC4)C2)c1C (configuration not stated)	-1.1	-8	1.7	·	-8	1.1	·	-0.59	·
53	CCn1c(SCC(=O)C(C)(C)C)nnc1-c1cnccn1	-0.051	5	0.2	6	-4	-0.6	-1.3	0.11	·
54	Clc1cccc2sc(N3CCN(c4ccccc4)CC3)nc12	0.52	-3	-1.0	2	3	0.8	-0.8	0.34	-15
55	O=C(CN1C(=O)CCS(=O)(=O)c2ccccc21)NCc1ccc2c(c1)OCO2	-0.59	-6	-2.6	4	1	-0.9	-1.0	0.0099	9
56	CCOC(=O)c1cc2c(C(F)(F)F)cc(-c3cccnc3)nc2o1	-0.16	3	-0.8	8	20	-1.0	-0.8	0.41	18
57	COc1ccc(CNC(=O)c2ccc3nccnc3c2)cc1	-0.067	3	-3.3	-4	5	-0.4	-0.2	-0.39	3
58	COCCn1nnnc1C(c1cc2cccc(C)c2[nH]c1=O)N1CCN(c2ccccc2F)CC1 (configuration not stated)	0.51	11	-1.1	-8	7	-1.1	0.5	1.6	0
59	CC(=O)c1cc2c(cc1NC(=O)CCc1ccccc1)OCO2	-0.2	7	-1.1	1	3	0.8	-0.8	0.19	-14
60	COc1cc(NC(=O)C2CCCN2C(=O)C2CCC(C)CC2)cc(OC)c1OC (configuration not stated)	1.2	-9	-2.3	-2	-4	-1.0	-0.8	0.013	-9
61	Cc1ccc(S(=O)(=O)NCCCCCC(=O)N(C)C)cc1	-0.22	8	-0.9	6	1	-1.0	-0.4	-0.82	0
62	O=C1CC(N2CCC(c3nc4ccccc4o3)CC2)C(=O)N1c1ccc(Cl)cc1 (configuration not stated)	0.043	17	-1.0	1	13	-0.3	-0.6	-0.42	·
63	O=C1NC(c2ccc3c(c2)OCO3)Nc2ccccc21 (configuration not stated)	0.42	8	-2.9	16	7	-0.3	0.1	0.015	-3
64	CS(=O)(=O)N1CCN(C(=O)Cc2cccs2)CC1	-0.25	-9	-0.4	-9	-6	0.0	-0.1	-0.09	-11
65	O=C(CSC1=NC(=O)C(Cc2ccccc2)C(=O)N1)NC1CCCCC1 (configuration not stated)	0.036	-11	1.7	13	-6	-0.1	-1.7	0.5	3
66	Cc1ccc(C)c2c1sc(=NC(=O)CN1C(=O)CCC1=O)n2C	-0.66	-1	1.2	-1	7	0.0	0.9	0.18	-22
67	O=C(CCN1CCCCC1)Nc1ccc(Br)cc1	-1.2	-6	-0.2	-5	-1	0.6	-0.7	-0.89	·
68	CS(=O)(=O)N(CC(=O)NCc1ccncc1)c1cc(Cl)cc(Cl)c1	-0.81	7	-0.8	·	-5	-0.4	·	0.044	·
69	CCOC(=O)C1C(=O)CC(C)(O)C(C(=O)OCC)C1c1ccc(Br)o1 (configuration not stated)	-0.0077	24	-2.4	10	10	-0.7	-1.1	-0.15	-8
70	COc1ccccc1N1CCN(C(=O)CCNS(=O)(=O)c2ccc3c(c2)CCC(=O)N3)CC1	0.12	6	-0.6	-8	-1	-1.5	-1.0	0.13	-2
